p97 ATPase inh: blocks human p97 ATPase activity; actives 0.42% (n = 220,000); recombinant p97 ATPase, Kinase-Glo ATP luminescence, 3 h; inhibition, % at 8 µM; P55072; AID 1481; in the data active means inhibition above about 15%;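 further: 0% = DMSO vehicle and 100% = wells lacking enzyme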
TbHK1 inh: T. brucei hexokinase 1 inhibition; recombinant TbHK1, G6PDH-coupled NADH A340; inhibition, % at 10 µM; actives 0.11% (n = 220,000);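 active means inhibition of 50% or more in the single-dose primary screen; inactive means inhibition below 50%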
EBV gp42 inh: blocks Epstein-Barr virus glycoprotein 42 binding | Q1HVG2 | Fluorescence polarization binding assay, mP read-out | inhibition, % (tested at 21.74 µM) | actives 0.42% (n = 220,000) | AID 1085; in the data active means inhibition above about 50%
Target sequence (Q1HVG2 whole entry, looked up): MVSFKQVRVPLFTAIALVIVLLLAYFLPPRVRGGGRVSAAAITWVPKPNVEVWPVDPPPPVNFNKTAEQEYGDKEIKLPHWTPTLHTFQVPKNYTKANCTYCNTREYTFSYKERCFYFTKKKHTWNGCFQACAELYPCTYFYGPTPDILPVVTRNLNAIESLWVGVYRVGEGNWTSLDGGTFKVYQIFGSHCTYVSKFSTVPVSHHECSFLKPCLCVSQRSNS
Runt-SMMHC FRET: Runt domain-CBFb-SMMHC interaction inhibition. Cerulean-Runt/Venus-CBFb-SMMHC FRET ratio 530/480, 1 h. actives 0.74% (n = 220,000). inhibition, % at 20 µM. AID 1434;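 active means mean inhibition across duplicate retests at 20 µM reaching about 50%, limit read from the data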;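 further: 0% = DMSO wells and 100% = wells with excess untagged CBFb-SMMHC; inhibitors lower the FRET ratio by blocking Runt binding to CBFb-SMMHC; some results filed as inactive read as strong as hits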
Runt-CBFb FRET: inhibitors of human RUNX1 Runt domain binding to CBFb. Q01196+Q13951. Cerulean-Runt/Venus-CBFb FRET ratio 530/480, 1 h. inhibition, % at 20 µM. actives 0.46% (n = 220,000). AID 1496;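 active means inhibition over about 50% at 20 µM in the single-dose screen, limit read from the data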;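 further: 0% = DMSO wells and 100% = excess unlabeled CBFb competitor control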
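test system = Cerulean-Runt domain fusion protein, energy donor | probe or stimulus = Venus-CBFb binding partner, 100 nM | incubation = two 1 h room-temperature incubations shielded from light | detection = fluorescence energy transfer, 422 nm excitation, 530/480 nm emission | measure = loss of energy transfer signal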
Furin inh: human furin inhibition; purified furin, fluorogenic substrate cleavage; inhibition, % at 30 µM; actives 0.061% (n = 220,000); in the data active means inhibition above about 25%; further: inactives centre near -15
NCF1 inh: inhibitors of human p47phox binding. inhibition, % at 24.7 µM. AID 1274. P14598. p47phox/p22phox peptide binding, fluorescence polarization, 2 h. actives 0.53% (n = 220,000);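 active means inhibition above about 30%, limit read from the data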;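 further: 0% = p47phox with labelled peptide and 100% = labelled peptide alone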
Target sequence (P14598 whole entry, looked up): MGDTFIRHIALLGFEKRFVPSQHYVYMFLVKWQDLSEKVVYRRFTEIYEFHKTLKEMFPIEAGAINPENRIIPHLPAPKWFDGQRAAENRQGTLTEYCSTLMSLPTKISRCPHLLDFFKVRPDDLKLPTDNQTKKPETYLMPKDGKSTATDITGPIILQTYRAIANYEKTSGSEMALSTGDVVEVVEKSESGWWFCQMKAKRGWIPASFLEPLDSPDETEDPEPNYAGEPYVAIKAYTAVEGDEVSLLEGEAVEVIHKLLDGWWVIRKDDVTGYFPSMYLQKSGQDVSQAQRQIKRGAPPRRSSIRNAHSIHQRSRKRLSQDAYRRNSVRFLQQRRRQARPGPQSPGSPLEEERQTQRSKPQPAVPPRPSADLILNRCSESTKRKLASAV
m-calpain inh: calpain II (pig) inhibition; purified calpain II, fluorogenic peptide substrate, 30 min; inhibition, % at 16 µM; actives 0.37% (n = 220,000); AID 1236;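 active means inhibition above about 50%, limit read from the data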
RBBP9 inhibitor: human RBBP9 hydrolase inhibition; O75884; recombinant RBBP9, FP-Rh probe fluorescence polarization; inhibition, % at 7.94 µM; actives 0.2% (n = 220,000); AID 1515;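 active means inhibition above the campaign mean of all tested compounds plus 3 SD, cut at about 14% in these data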;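 further: plate controls were DMSO wells with RBBP9 for no effect and wells lacking RBBP9 protein for full effect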
Target sequence (O75884 whole entry, looked up): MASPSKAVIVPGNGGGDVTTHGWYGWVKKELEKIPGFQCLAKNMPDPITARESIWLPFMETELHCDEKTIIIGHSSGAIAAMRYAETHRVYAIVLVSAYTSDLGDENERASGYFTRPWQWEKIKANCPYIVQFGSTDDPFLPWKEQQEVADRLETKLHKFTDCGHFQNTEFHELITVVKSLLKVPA
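Controls: DMSO-treated enzyme wells and wells lacking RBBP9 | Material: RBBP9 protein | Technique: Fluorescence polarization | Replication: Single well per compound, no replicates | Buffer or medium: Tris-NaCl-Pluronic buffer, pH 8.0 | Timing: 30 min compound preincubation, 45 min probe labeling, 25 °C | Read-out basis: Percent inhibition from mP, scaled between DMSO and no-protein wells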
The depositor's hits bear a star; / = not tested or not shown; [ ] = another dose, or the depositor's remark.

p97 ATPase inh	TbHK1 inh	EBV gp42 inh	Runt-SMMHC FRET	Runt-CBFb FRET	Furin inh	NCF1 inh	m-calpain inh	RBBP9 inhibitor	Structure
-1	-14	-2	4	1	-17[20 µM]	-14	10	-2	Cc1cc(C)nc(NS(=O)(=O)c2ccc(NC(=S)NC(=O)C(C)C)cc2)n1
3	2	-16	2	3	-18[20 µM]	-16	-25	3	COc1cccc(C(=O)OC2CCCN(C)C2)c1 (stereo not given)
0	-11	2	-1	-1	-22	0	-18	-2	O=C(COC(=O)c1cc(S(=O)(=O)N2CCCCC2)ccc1N1CCOCC1)NC1CCS(=O)(=O)C1 (stereo not given)
-2	1	-4	-2	-1	-16	-6	14	-3	CC(Nc1ccccc1CO)C(=O)Nc1cccc(Cl)c1Cl (stereo not given)
-2	4	-11	2	-1	-12[20 µM]	-9	-19	7	CCOC(=O)C1CCCN(C(=O)CNS(=O)(=O)c2ccc(Br)s2)C1 (stereo not given)
5	5	-16	3	0	-15	-16	-18	-7	CC1(C)CC(CCNC(=O)c2ccc(-n3cnnn3)cc2)CC(C)(C)N1
3	21	-4	0	-10	-20	-25	12	5	Cc1ccc2c(c1)c(=O)c(Br)c(C)n2Cc1ccccc1
0	-3	-9	-1	0	-12	6	11	-5	CC[C@H](C)[C@@H]1NC(=O)c2cc([N+](=O)[O-])cc(I)c2SC[C@@H](C(N)=O)NC(=O)[C@H](CCCCN)NC1=O
7	-11	-13	-2	2	-14	-12	4	1	O=C(O)c1ccc(N2CCCCC2)cc1O
2	3	0	-9	-4	15	-1	-16	-1	O=S(=O)(c1ccccc1)c1ccc(NCc2ccco2)cc1
8	1	0	-1	0	-12	0	-13	-7	Cc1nnc(SCC(=O)N2CCN(S(=O)(=O)c3ccc(Cl)cc3)CC2)[nH]c1=O
-1	-4	-18	-2	3	-18	-8	-7	3	CCN(C(=O)COc1ncnc2sccc12)c1ccccc1
-4	-2	10	1	/	-17[20 µM]	-3	-12	-8	CC(=O)CSc1nnc(Cc2ccc([N+](=O)[O-])cc2)o1
3	-8	-9	-2	1	8	-7	0	-6	CCOC(=O)c1cnc(-n2[nH]c(C)c(Cc3ccccc3)c2=O)[nH]c1=O
-8	3	7	-4	-2	-5	-1	21	-2	O=S(=O)(NCC1CCCO1)c1ccc(S(=O)(=O)N(Cc2ccc(F)cc2)Cc2ccco2)cc1 (stereo not given)
-2	-5	-13	-3	0	3	-9	10	-7	O=C(O)c1cc(Sc2ccc(Br)cc2)nc2ccccc12
2	2	-4	59*	50	-16	-15	13	-3	CC(C)c1[nH]nc2c1C1(CCN(Cc3ccccc3)CC1)C(C#N)=C(N)O2
0	-22	0	0	1	-29	/	-12	1	O=C(c1cc2ccc([N+](=O)[O-])cc2oc1=O)N1CCOCC1
-8	-3	2	4	-1	-15	-5	14	-6	COc1cccc(C(=O)NCC(=O)N2CCC(C)CC2)c1
-1	-1	3	1	-2	-35	-3	-22	2	CS(=O)(=O)N(CC(=O)Nc1ccccc1Cl)c1ccc(Cl)cc1
-3	-22	-6	0	-1	-2	6	14	-14	CCn1cc(C(=O)NCCCN2CCC(C)CC2)c(=O)c2cc(S(=O)(=O)N3CCCC3)ccc21
6	-1	-4	-5	3	-22[20 µM]	-5	30	-3	COc1ccc(NC(=O)NCc2cccnc2)cc1OC
-3	-5	-5	4	-19	-8	-6	-109	1	COCCNC(=O)/C(C#N)=C/c1cn(CC(=O)NCc2ccco2)c2ccccc12
-6	-19	-6	0	-7	-14	-18	-51	-6	CCCCC(c1nnnn1CC1CCCO1)N1CCN(c2nc3ccccc3s2)CC1 (stereo not given)
4	-1	0	2	1	-28	13	-14	3	O=C(CN1CCC(C(=O)c2cccc(Cl)c2)CC1)Nc1ccc(C(=O)O)cc1
-6	-15	-10	-3	-1	-19	-12	-189	0	Cc1ccccc1-c1nc2cc(N)ccc2o1
-2	3	1	-3	-2	-19	4	10	-8	Cc1cc(C)c(C)c(S(=O)(=O)NCc2ccc(C(=O)N3CCCC3)cc2)c1C
7	-20	-7	-7	3	-2	-3	9	3	N#CC1=C(Nc2ccccc2Cl)SC(c2ccccc2O)NC1=O (stereo not given)
-3	3	-11	0	-2	-22	-12	-8	-11	CN(CC(=O)NCCc1ccc(F)cc1)Cc1cccs1
-2	-3	-23	2	-1	-14[20 µM]	-7	-12	-1	COc1ccccc1CNC(=O)CCC(=O)Nc1nnc(C(C)C)s1

Some of these compounds in order of their number in RBBP9 inhibitor, high to low.
p97 ATPase inh	TbHK1 inh	EBV gp42 inh	Runt-SMMHC FRET	Runt-CBFb FRET	Furin inh	NCF1 inh	m-calpain inh	RBBP9 inhibitor	Structure
7	-20	-7	-7	3	-2	-3	9	3	N#CC1=C(Nc2ccccc2Cl)SC(c2ccccc2O)NC1=O (stereo not given)
-2	-3	-23	2	-1	-14[20 µM]	-7	-12	-1	COc1ccccc1CNC(=O)CCC(=O)Nc1nnc(C(C)C)s1
6	-1	-4	-5	3	-22[20 µM]	-5	30	-3	COc1ccc(NC(=O)NCc2cccnc2)cc1OC
-2	-5	-13	-3	0	3	-9	10	-7	O=C(O)c1cc(Sc2ccc(Br)cc2)nc2ccccc12
-3	3	-11	0	-2	-22	-12	-8	-11	CN(CC(=O)NCCc1ccc(F)cc1)Cc1cccs1

(further entries)
p97 ATPase inh	TbHK1 inh	EBV gp42 inh	Runt-SMMHC FRET	Runt-CBFb FRET	Furin inh	NCF1 inh	m-calpain inh	RBBP9 inhibitor	Structure
-1	0	-6	2	-2	-18	-10	-45	-1	CN(C1CCCCC1)S(=O)(=O)c1ccc(S(=O)(=O)N2CCN(CCC#N)CC2)cc1
6	-57	-10	-2	-1	10	-9	14	-9	O=c1c2ccccc2oc2nc(-c3ccco3)n(-c3ccccc3)c(=O)c12
-5	-12	-7	1	0	-20	3	-2	-10	COc1cc(OC)cc(C(=O)N[C@H](C(=O)Nc2nnc(C3CC3)s2)C(C)C)c1
3	8	-9	2	-1	-30[20 µM]	-17	-19	4	Cc1cc(NC(=O)CCC(=O)N(CC(=O)NCC2CCCO2)Cc2ccc(F)cc2)no1 (stereo not given)
-2	-1	-16	-2	-2	-32	-25	-7	-4	COc1cccc(C2=NN(C(=O)c3ccco3)C(O)(C(F)(F)F)C2)c1 (stereo not given)
-3	2	9	1	0	-18[20 µM]	-14	-8	-7	COC(=O)c1ccc(NC(=O)c2ccc3c(c2)OCO3)cc1
-1	-3	-14	-10	0	-13[20 µM]	0	-16	-3	COc1ccccc1NC(=O)N1CCCC1C(=O)Nc1ccc2c(c1)OCO2 (stereo not given)
-3	4	-12	4	-4	-15	-13	2	-6	Cc1ccc(CCNC(=O)C2CCN(S(=O)(=O)N3CCC4(CC3)OCCO4)CC2)cc1
-4	2	-23	-1	1	-3[20 µM]	-15	-12	0	Cc1nc(-c2ccccc2)nc2[nH]c(=O)n(-c3ccccc3)c(=O)c12
0	-2	-9	1	-3	-13	-2	4	-1	CCOC(=O)c1ccccc1NC(=O)CN(c1cccc(OC)c1)S(C)(=O)=O
-2	6	8	-3	-2	-8	-10	-5	-5	O=C(O)Cn1nnnc1SCC(=O)Nc1ccc(OC(F)(F)F)cc1
-2	-4	6	0	3	-13	-3	55*	-6	COC(=O)c1c(NC(NC(C)=O)C(Cl)(Cl)Cl)sc2c1CCCC2 (stereo not given)
-1	-8	-8	0	1	-30	-3	-9	1	O=C(/C=C/c1ccc(F)cc1)N1CC[C@@]2(O)CCCC[C@H]2C1
-6	-16	-8	-4	6	-7	-3	29	-3	O=C(O)COc1ccccc1/C=C1\SC(=S)N(c2cccnc2)C1=O
4	4	-10	5	-1	-19	-11	-20	-8	CCc1nn(C(C)C(=O)N2CCc3ccccc3C2)c(=O)c2cc3occc3n12 (stereo not given)
5	17	51*	11	1	-8	-17	-100	2	C=CCn1c(CSc2nc3ccccc3s2)nnc1SCC(=O)NCc1ccco1
-1	1	0	-1	0	-4[20 µM]	-10	25	-8	O=C1CC(c2cccc([N+](=O)[O-])c2)c2c(ccc3ccccc23)N1 (stereo not given)
-4	-1	2	0	-1	-9[20 µM]	-3	-14	-3	Cn1c(C(=O)OC(C(=O)NC2CCCCC2)c2cccnc2)cc2sccc21 (stereo not given)
-2	0	-27	2	-2	2[20 µM]	-8	-3	1	COc1cccc(C(=O)Nc2nnc(C(C)C)s2)c1

Some entries already given with just NCF1 inh, Runt-CBFb FRET and TbHK1 inh.
Molecule	NCF1 inh	Runt-CBFb FRET	TbHK1 inh
C=CCn1c(CSc2nc3ccccc3s2)nnc1SCC(=O)NCc1ccco1	-17	1	17
O=C1CC(c2cccc([N+](=O)[O-])c2)c2c(ccc3ccccc23)N1 (stereo not given)	-10	0	1

Retrieved by structure from the list above (two):
p97 ATPase inh	TbHK1 inh	EBV gp42 inh	Runt-SMMHC FRET	Runt-CBFb FRET	Furin inh	NCF1 inh	m-calpain inh	RBBP9 inhibitor	Structure
-1	1	0	-1	0	-4[20 µM]	-10	25	-8	O=C1CC(c2cccc([N+](=O)[O-])c2)c2c(ccc3ccccc23)N1 (stereo not given)
5	17	51*	11	1	-8	-17	-100	2	C=CCn1c(CSc2nc3ccccc3s2)nnc1SCC(=O)NCc1ccco1

Compound activity: PubChem, several laboratories
